# Screening data as filed in PubChem BioAssay.
# FLuc counter – firefly luciferase modulation, counter-screen for miR-21 project; P08659; purified FLuc, Km substrates, luminescence inhibition; Potency, µM (top dose mostly 57.5 µM), for inactives: at the top dose activity change, negative = inhibition, hits mostly inhibitors; 360,000 compounds, 6.9% hits;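 also: potency is read from the fitted curve at half-maximal effect; plate controls were vehicle for no effect and reference inhibitor for full effect; nearly all actives have a fitted effect of over 55% in size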
#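 Biochemical qHTS of compounds, final roughly 60 µM downward over six points, against 10 nM purified firefly luciferase using Km concentrations of substrates (10 uM D-luciferin, 10 uM ATP) in Tris acetate pH 7.5 buffer; luminescence output.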
# Rab9 prom act – activators of Rab9 promoter. Huh7 Rab9 promoter-luciferase reporter, luminescence, 24 h. Potency, µM (top dose mostly 9.22 µM), for the others: at the top dose activation, negative = inhibition, most hits filed as activators. 320,000 compounds, 2.8% hits. AID 485297; also: potency is read from the fitted curve at half-maximal effect; % of control where 0% means no effect; nearly all actives have a fitted effect of over 60% in size
#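 Measured in stably transfected Huh7 cells bearing a Rab9 promoter–luciferase construct: 24 h compound treatment at 37 °C, followed by luminescence detection.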
# BRCA1 expr act – increases BRCA1 expression; AID 624202; 380,000 compounds, 1.1% hits; MCF7-BRCA1-FFLuc reporter, luminescence, 48 h; response scale: scaled: vehicle 0%, 10 µM genistein 100%; Potency, µM (top dose mostly 46.1 µM), without a hit: top-dose activation, actives largely listed as activators; also: potency is read from the fitted curve at half-maximal effect; nearly all actives have a fitted effect of over 80% in size; some results filed as inactive show a strong effect at the top dose
#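 Compounds are tested at multiple concentrations on MCF7 BRCA1-luciferase reporter cells seeded at 2000 per well; after 48 h, a single luminescence end-point is taken and curves fitted to the normalized data.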
# p53 reactivator – mutant p53 re-activation in reporter cells | H1299 p53-A138V BP100-luciferase reporter, luminescence, 24 h | Potency, µM (highest dose often 92.2 µM), for the others: at the highest dose activity change, positive = activation, usual class: activators | 320,000 compounds, 0.063% hits; also: potency is read from the fitted curve at half-maximal effect; % of control where 0% means no effect; nearly all actives have a fitted effect of over 45% in size
#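 H1299 (p53-null), stable ts p53-A138V + BP100-Luc; 1000 cells/well, Opti-MEM/10% FBS; cpd 4 pt, 1:5; 24 h, 37 deg C, 5% CO2; detection reagent 10 min RT; luminescence.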
# ELG1 genotox – induces genotoxicity in HEK293T cells with luciferase-tagged ELG1; HEK293T ELG1-luciferase reporter, luminescence, 16 h; Potency, µM (highest dose often 46 µM), for the others: at the top dose activity change, positive = activation, hits mostly activators; 330,000 compounds, 1.3% hits; AID 504466; also: potency is read from the fitted curve at half-maximal effect; % of control where 0% means no effect; nearly all actives have a fitted effect of over 60% in size
#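 Genotoxicity was scored as increased ELG1-luciferase reporter signal, measured by ONE-Glo luminescence (30 min, room temperature). Compound or vehicle exposure of the HEK293T reporter cells lasted 16 hr at 37°C.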
# NPC1 prom act – activates the NPC1 promoter; Huh7 NPC1 promoter luciferase reporter, 24 h; Potency, µM (highest dose often 9.22 µM), for inactives: top-dose activation, usual class: activators; 320,000 compounds, 2.4% hits; AID 485313;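 also: potency is read from the fitted curve at half-maximal effect; % of control where 0% means no effect; nearly all actives have a fitted effect of over 60% in size; reporter is driven by a mutant NPC1 promoter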
#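 In 1536-well qHTS, Huh7 cells harboring an NPC1 promoter–luciferase construct received compound for 24 h; activation was quantified by luminescence following luciferase reagent addition.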
# Giardia killer – kills Giardia lamblia. Giardia lamblia trophozoite viability. activity change, % at 7.66 µM, hits read low. 340,000 compounds, 0.15% hits. AID 540267; in the data active = activity change below about -80%; inconclusive = between about -30% and that limit;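 also: parasites exposed to compound for two days anaerobically before the ATP read; % is scaled to controls: 0 for no effect and ±100 for the full control effect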
#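 Anaerobic 48 hrs incubation at 37 deg C of 100 trophozoites/well with test compounds; ATPLite 1-Step luminescence, 15-30 min RT, reports cellular ATP as viability.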
# RORgamma inh – blocks mouse ROR gamma transcriptional activity; P51450; Drosophila S2 Gal4-RORgamma UAS-luciferase reporter, 20 h; Potency, µM (doses to about 53.6 µM), without a hit: top-dose activity change, negative = inhibition, hits mostly inhibitors; 310,000 compounds, 5.4% hits; also: potency is read from the fitted curve at half-maximal effect; % is scaled to controls: 0 for no effect and ±100 for the full control effect; nearly all actives have a fitted effect of over 60% in size
# Target sequence (P51450 whole entry, looked up, the tested form may be a part): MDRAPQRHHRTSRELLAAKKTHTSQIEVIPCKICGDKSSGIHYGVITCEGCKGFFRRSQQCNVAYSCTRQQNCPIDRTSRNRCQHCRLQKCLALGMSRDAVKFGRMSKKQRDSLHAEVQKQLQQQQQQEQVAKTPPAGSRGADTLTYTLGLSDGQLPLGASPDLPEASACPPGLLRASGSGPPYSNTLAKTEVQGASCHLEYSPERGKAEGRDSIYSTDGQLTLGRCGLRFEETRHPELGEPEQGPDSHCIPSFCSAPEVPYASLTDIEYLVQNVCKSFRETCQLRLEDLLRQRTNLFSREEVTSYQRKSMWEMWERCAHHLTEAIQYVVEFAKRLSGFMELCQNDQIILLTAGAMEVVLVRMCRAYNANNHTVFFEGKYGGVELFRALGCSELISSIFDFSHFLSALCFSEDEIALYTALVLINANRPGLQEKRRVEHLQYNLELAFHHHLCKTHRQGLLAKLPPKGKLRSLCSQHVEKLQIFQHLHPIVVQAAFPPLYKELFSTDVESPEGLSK
#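 Compounds are pin-transferred onto Drosophila Schneider cells expressing a copper-inducible Gal4–ROR gamma transactivation domain fusion. After 1 hr, copper sulfate is added to 700 uM final; luciferase is read 20 hr later.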
# PKM2 act – increases activity of human pyruvate kinase M2; P14618; purified PKM2, Kinase-Glo ATP luminescence, activation; response scale: 0% is enzyme alone, no compound; Potency, µM (top dose mostly 57.5 µM), inactives show at the highest dose activation, most hits filed as activators; 260,000 compounds, 0.34% hits; also: potency is read from the fitted curve at half-maximal effect; % is scaled to controls: 0 for no effect and ±100 for the full control effect; nearly all actives have a fitted effect of over 55% in size
# Target sequence (P14618 whole entry, looked up): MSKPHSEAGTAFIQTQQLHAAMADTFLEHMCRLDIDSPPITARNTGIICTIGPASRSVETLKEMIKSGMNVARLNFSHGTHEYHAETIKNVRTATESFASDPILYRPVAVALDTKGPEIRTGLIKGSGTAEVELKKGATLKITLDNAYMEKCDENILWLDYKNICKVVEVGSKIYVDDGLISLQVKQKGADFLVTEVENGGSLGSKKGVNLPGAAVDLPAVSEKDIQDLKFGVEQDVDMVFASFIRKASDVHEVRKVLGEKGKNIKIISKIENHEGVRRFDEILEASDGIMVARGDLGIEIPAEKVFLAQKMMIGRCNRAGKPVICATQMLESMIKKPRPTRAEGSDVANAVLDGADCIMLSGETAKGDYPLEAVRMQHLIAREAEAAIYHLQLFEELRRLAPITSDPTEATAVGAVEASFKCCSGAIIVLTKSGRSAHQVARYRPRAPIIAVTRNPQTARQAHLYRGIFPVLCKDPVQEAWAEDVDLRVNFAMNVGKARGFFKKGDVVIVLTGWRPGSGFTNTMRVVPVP
#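 hPK-M2, >95% pure; 0.1 mM ADP / 0.5 mM PEP final; imidazole pH7.2 buffer w/ 7 mM MgCl2, 50 mM KCl; 1 h RT; Kinase-Glo lum. Intermediate enzyme activity for dual inhibitor/activator qHTS.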
# Gal4-VP16 FLuc – Gal4-VP16 reporter inhibition counter-screen. 310,000 compounds, 3.5% hits. Potency, µM (series often up to 53.6 µM), for the others: at the top dose activity, negative = inhibition, actives largely listed as inhibitors. Drosophila S2 Gal4-VP16 UAS-luciferase, luminescence, 20 h. AID 2546;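 also: Gal4-VP16 expression switched on by copper sulfate through the metallothionein promoter; potency is read from the fitted curve at half-maximal effect; % is scaled to controls: 0 for no effect and ±100 for the full control effect; nearly all actives have a fitted effect of over 50% in size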
# Menin-MLL TR inh – displaces Texas Red mutant MLL peptide from human menin; O00255; Menin + Texas Red MLL mutant peptide, fluorescence polarization; Potency, µM (series often up to 61.6 µM), without a hit: at the top dose FP activity change, negative = inhibition, most hits filed as inhibitors; 270,000 compounds, 0.23% hits; active = well fitted inhibition curve with a large enough effect in the polarisation, with a control signal flat, not every such curve was filed as active; inconclusive = small, poorly fitted or top-dose-only effect, or effect the other way, or a change in a side signal; inactive = no such curve, though single readings can be large or run the other way; the % refers to the polarisation; also: potency is read from the fitted curve at half-maximal effect; % of control where 0% means no effect; many of its hits are not listed in these tables
# * hit, by the source's call; ? = inconclusive; . = no result given; & = joins results of further samples; [ ] = another dose, or the depositor's remark. Unless noted, calls follow the shape of the dose curve; as a rule, active = well fitted curve in the direction sought with a large enough effect; inconclusive = small, poorly fitted or top-dose-only effect, or another doubt; inactive = no such curve, though single readings can be large; an effect the other way counts as inactive or inconclusive.
SMILES,FLuc counter,Rab9 prom act,BRCA1 expr act,p53 reactivator,ELG1 genotox,NPC1 prom act,Giardia killer,RORgamma inh,PKM2 act,Gal4-VP16 FLuc,Menin-MLL TR inh
CCOc1cccc(-c2nn(-c3ccccc3)cc2/C=C(/C#N)C(=O)NCCCn2ccnc2)c1,0.7%,-3.0%,-57.8%,-13.7%,-13.8%,-4.9%,-23.5,?,6.3%,?,7.5%
CC(NC(=O)c1ccc(Cn2cc([N+](=O)[O-])cn2)cc1)c1ccccc1 (configuration not stated),-8.3%,-4.8%,-33.7%,-6.4%,-0.8%,-0.7%,2.8,30.0%,-8.3%,0.0%,20.6%
COCC(C)n1c(SCc2ccc(C(=O)OC)cc2)nc2ccccc2c1=O (configuration not stated),-1.4%,-0.9%,-15.8%,-2.7%,-0.6%,-3.0%,-15.3,?,-9.8%,-2.4%,?
O=C(CCc1nnc(-c2ccccc2)o1)NCc1c(F)cccc1F,0.8%,-10.2%,12.2%,2.6%,2.6%,0.1%,-1.5,11.8%,-6.9%,3.5%,-3.4%
O=C(NNC(=O)c1n[nH]c2ccccc12)c1ccccc1,?,-1.4%,-6.9%,3.1%,-1.6%,-14.1%,27.9,.,.,.,.
O=C(COC(=O)/C=C/c1ccccc1)Nc1ccc2c(c1)OCCO2,1.5%,-4.1%,1.9%,-3.6%,1.7%,6.8%,0.0,.,.,.,.
Nc1nc(SCC(=O)NCCN2CCOCC2)nc2sc3c(c12)CCC3,-15.9%,-1.8%,6.0%,-4.6%,5.8%,-6.1%,6.3,-3.5%,-0.7%,3.9%,-7.9%
COC(=O)c1ccc(CSCC(=O)Nc2ccccc2)cc1,4.0%,-4.1%,2.2%,-0.1%,-0.5%,-0.9%,-4.6,20.2%,-0.8%,1.3%,9.8%
COc1ccc(NS(=O)(=O)c2cc(NC(=O)c3cccs3)ccc2N2CCCC2)cc1,-4.1%,-0.9%,-74.2%,-5.0%,-2.9%,-0.8%,13.4,18.8%,0.5%,-6.9%,-2.0%
COc1ccc(/C=N/NC(N)=S)cc1OC(=O)c1ccccc1,0.5%,-5.6%,-29.2%,6.8%,17.1%,0.4%,-8.0,12.6µM*,4.8%,?,7.5%
CCC1Oc2ccccc2N(CC(=O)NCc2ccco2)C1=O (configuration not stated),3.8%,-4.7%,-2.1%,1.9%,0.7%,-1.4%,8.2,2.9%,3.9%,-18.4%,2.1%
CC(=O)Nc1ccc(S(=O)(=O)N2CCN(CCCOc3ccccc3Cl)CC2)cc1,1.8%,0.6%,0.7%[1.84 µM],-2.6%,-18.1%,-3.9%,-5.4,?,11.6%,?,?
Cc1cc2oc(=O)cc(CN3CCOCC3)c2c(C)c1Cl,-1.2%,0.4%,6.6%,1.6%,2.7%,0.7%,-18.5,-9.9%,.,1.4%,?
Cc1ccc2c(c1)N(CC(=O)N1CCCC1)C(=O)c1cccnc1O2,0.1%,-3.5%,-15.2%,6.8%,5.1%,1.4%,-11.1,-18.7%,.,-14.6%,.
CCOC(=O)c1ccccc1C(=O)N1CCOCCOCCOCC1,3.6%,-4.6%,1.6%,-12.0%,-0.9%,0.6%,1.3,9.3%,-8.9%,-1.8%,-7.6%
COc1cccc(N2CCCn3c2nc2c3c(=O)n(CCN3CCOCC3)c(=O)n2C)c1,1.1%,-4.5%,.,-5.0%,-4.9%,-4.7%,.,14.1%[10 µM],11.0%,-2.8%,-11.2%
O=C(NC1CCCCC1)N1CCN(c2ccc(Cl)cc2)CC1,-0.3%,-2.2%,13.0%,-11.9%,-0.3%,-4.1%,5.0,11.4%,-2.0%,6.3%,-6.7%
Cc1nn(C(C)C)c(C)c1[C@@H]1C[C@H]2CN(Cc3cccc(Cl)c3)C(=O)[C@]23CCCN13,-0.5%,-0.1%,-1.3%,0.0%,-3.4%,-2.6%,1.7,6.3%,0.7%,0.8%,.
Cc1cccc(NC(=O)N2CCc3ccccc3C2)c1C,?,?,?,15.7%,?,?,-3.6,?,0.9%,9.5%,3.7%
CC(C)(C)c1nnc(NC(=O)c2cccnc2)s1,?,-1.5%,-1.6%,4.0%,10.7%,-0.7%,-17.0,1.7%,-3.0%,-5.8%,20.9%
O=C(O)/C=C/C(=O)Nc1ccc2c(c1)NC(=O)CO2,-1.9%,-0.7%,1.1%,4.0%,0.1%,-0.2%,6.7,14.3%,-1.6%,-12.5%,6.4%
Cc1ccc(NC(=O)CCC(=O)c2cccs2)c(O)c1,?,?,11.2µM*,17.3%,15.4%,?,3.3,15.8%,4.0%,2.3%,.
CCC(=O)NC1=C(NC(C)c2ccccc2)C(=O)c2ccccc2C1=O (configuration not stated),-3.3%,-1.1%,-37.1%,-0.4%,-2.9%,3.3%,-4.6,-23.5%,-4.5%,?,-21.0%
COc1ccc(C(=O)NC(C(=O)OCC(=O)Nc2sccc2C(N)=O)C(C)C)cc1 (configuration not stated),-2.7%,-6.6%,-32.0%,-0.9%,-0.2%,-2.0%,11.3,.,.,.,.
CS(=O)(=O)N(CC(=O)N1CCCC1)Cc1ccc(F)cc1,6.5%,11.1%,9.6%,0.3%,3.8%,-1.7%,17.2,-8.0%,-9.4%,-14.1%,2.7%
Cn1nnnc1SCC(=O)Nc1cc(C(F)(F)F)ccc1N1CCOCC1,2.5%,-0.5%,6.7%,4.5%,-0.7%,-2.9%,25.0,1.5%,2.6%,-1.8%,-14.3%
Cc1cc(/C=C(\C#N)C(N)=O)c(C)n1-c1ccc(N2CCOCC2)c([N+](=O)[O-])c1,1.1%,-1.4%,-38.1%,-9.2%,-12.4%,-3.0%,-0.5,1.2%,-3.6%,-7.3%,12.7%
CN1CCN(C(=O)CCN2C(=O)/C(=C\c3ccc(Cl)cc3)SC2=S)CC1,?,-12.1%,-28.2%,28.3%,1.5%,-17.2%,?,-19.9%,.,7.7%,.
Cc1ccc(-c2cn(-c3ccccc3)c3[n+]2CCCS3)cc1,6.3%&3.4%,-13.0%&-26.5%,-65.8%&-58.8%,-4.1%&-17.6%,-29.7%&-9.6%,-19.7%&-21.5%,2.2&-5.4,0.0%&44.7%,-0.4%&2.7%,11.2µM*,-11.4%&-14.7%
CCOC(=O)C1CCN(c2ncnc3c2cnn3-c2ccc(OC)cc2)CC1,?,-2.1%,-40.3%,12.1%,2.2%,2.4%,14.2,?,0.1%,-10.2%,18.8%
CCN(CC(=O)Nc1c(F)cccc1F)C(=O)c1ccc(N2CCCCC2)c([N+](=O)[O-])c1,-0.9%,-2.6%,-26.7%,-2.8%,9.0%,1.3%,-27.9,31.1%,-1.3%,1.8%,.
COc1ccc(NC(=O)CCCNC(=O)Cn2cnc3sc4c(c3c2=O)CCCC4)c(OC)c1,-1.4%,-7.5%,-2.5%,1.8%,-1.1%,-4.7%,-1.9,-0.9%,-1.7%,3.5%,-8.4%
NCCCC[C@@H]1NC(=O)[C@H](CCC(=O)O)NC(=O)c2cc([N+](=O)[O-])cc(I)c2OCC[C@@H](C(N)=O)NC1=O,-2.4%,8.5%,4.8%,-5.5%,2.1%,-3.4%,-2.9,-2.7%,-0.1%,4.4%,-6.7%
CCN1CCN(Cc2cc(=O)oc3ccc(Cl)cc23)CC1,-0.4%,-4.0%,0.0%,1.2%,0.3%,0.5%,5.1,-15.1%,-1.4%,-6.1%,3.2%
COc1ncc(C2=CC(=O)CC(C)(C)C2)cn1,-1.2%,-7.7%,3.8%,0.9%,0.1%,0.7%,23.2,.,.,.,.
CCCCOc1ccc(C(=O)N/C(=C/C=C/c2ccccc2)C(=O)NCCCO)cc1,?,-3.6%,-3.8%,1.7%,0.8%,-0.7%,-8.4,-0.9%,-1.6%,-26.4%,-4.1%
COc1cc(NC(=O)CSc2nc3[nH]c(=O)cc(O)c3s2)cc(OC)c1OC,-14.2%,-3.2%,-6.7%,0.8%,0.1%,-3.3%,10.7,.,.,.,.
CN(C)S(=O)(=O)c1cccc(NC(=O)c2cccc(S(=O)(=O)N3CCc4ccccc43)c2)c1,.,-16.3%,-38.2%,-7.7%,-3.7%,-13.2%,1.9,.,.,.,.
COc1cc(NC(=O)c2ccc3c(c2)C(=O)N(CCC(C)C)C3=O)c(C(=O)O)cc1OC,?,3.2%,-18.0%,-15.8%,-2.1%,-2.4%,-5.9,6.5%,0.3%[11.5 µM],-5.5%,?
Cc1ccc(C(=O)Nc2cccnc2)cc1S(=O)(=O)N1CCCC1,-15.5%,1.8%,9.9%,-1.2%,0.2%,5.5%,-10.7,20.0%,-0.9%,5.7%,.
CCCCSC1=N/C(=C/c2ccsc2)C(=O)N1c1ccccc1,-2.6%,-0.2%,-42.6%,7.8%,-4.5%,-0.3%,16.8,?,2.4%,?,-4.8%

# Some of the compounds tested; count on the stated rates, not on these rows.
